MITF TRPM1 HTS: activators of MITF-driven TRPM1 promoter activity in SK-MEL-5 cells; SK-MEL-5 TRPM1-promoter luciferase, 24 h; % of positive control, neutral wells = 0; activation, % at 12.5 µM; hit rate 0.75% among 300,000;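 active means mean activation of at least 80% with every replicate also reaching 80%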;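 further: 0% = neutral control wells and 100% = parthenolide positive control wells; values of inactives mirror those of a sister screen read the other way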
V-ATPase pHluor: yeast V-ATPase proton transport regulation by pHLuorin. S. cerevisiae, pHLuorin cytosolic pH fluorescence. response, % at 10 µM. hit rate 0.37% among 350,000. AID 504577; in the data active means response mostly above about 7.3%, no sharp cut-off; inactive means mostly below about 5.4%; further: actives read high; inactives centre near 0; some compounds called inactive have numbers as strong as hits; reference of the scale not given here
NSD2 HMT inh: NSD2 (human) methyltransferase inhibition; inhibition, % at 12.5 µM; O96028; hit rate 0.54% among 310,000; NSD2 peptide methylation, AlphaScreen, 120 min; in the data active means inhibition above about 50%
Target sequence (O96028 whole entry, looked up): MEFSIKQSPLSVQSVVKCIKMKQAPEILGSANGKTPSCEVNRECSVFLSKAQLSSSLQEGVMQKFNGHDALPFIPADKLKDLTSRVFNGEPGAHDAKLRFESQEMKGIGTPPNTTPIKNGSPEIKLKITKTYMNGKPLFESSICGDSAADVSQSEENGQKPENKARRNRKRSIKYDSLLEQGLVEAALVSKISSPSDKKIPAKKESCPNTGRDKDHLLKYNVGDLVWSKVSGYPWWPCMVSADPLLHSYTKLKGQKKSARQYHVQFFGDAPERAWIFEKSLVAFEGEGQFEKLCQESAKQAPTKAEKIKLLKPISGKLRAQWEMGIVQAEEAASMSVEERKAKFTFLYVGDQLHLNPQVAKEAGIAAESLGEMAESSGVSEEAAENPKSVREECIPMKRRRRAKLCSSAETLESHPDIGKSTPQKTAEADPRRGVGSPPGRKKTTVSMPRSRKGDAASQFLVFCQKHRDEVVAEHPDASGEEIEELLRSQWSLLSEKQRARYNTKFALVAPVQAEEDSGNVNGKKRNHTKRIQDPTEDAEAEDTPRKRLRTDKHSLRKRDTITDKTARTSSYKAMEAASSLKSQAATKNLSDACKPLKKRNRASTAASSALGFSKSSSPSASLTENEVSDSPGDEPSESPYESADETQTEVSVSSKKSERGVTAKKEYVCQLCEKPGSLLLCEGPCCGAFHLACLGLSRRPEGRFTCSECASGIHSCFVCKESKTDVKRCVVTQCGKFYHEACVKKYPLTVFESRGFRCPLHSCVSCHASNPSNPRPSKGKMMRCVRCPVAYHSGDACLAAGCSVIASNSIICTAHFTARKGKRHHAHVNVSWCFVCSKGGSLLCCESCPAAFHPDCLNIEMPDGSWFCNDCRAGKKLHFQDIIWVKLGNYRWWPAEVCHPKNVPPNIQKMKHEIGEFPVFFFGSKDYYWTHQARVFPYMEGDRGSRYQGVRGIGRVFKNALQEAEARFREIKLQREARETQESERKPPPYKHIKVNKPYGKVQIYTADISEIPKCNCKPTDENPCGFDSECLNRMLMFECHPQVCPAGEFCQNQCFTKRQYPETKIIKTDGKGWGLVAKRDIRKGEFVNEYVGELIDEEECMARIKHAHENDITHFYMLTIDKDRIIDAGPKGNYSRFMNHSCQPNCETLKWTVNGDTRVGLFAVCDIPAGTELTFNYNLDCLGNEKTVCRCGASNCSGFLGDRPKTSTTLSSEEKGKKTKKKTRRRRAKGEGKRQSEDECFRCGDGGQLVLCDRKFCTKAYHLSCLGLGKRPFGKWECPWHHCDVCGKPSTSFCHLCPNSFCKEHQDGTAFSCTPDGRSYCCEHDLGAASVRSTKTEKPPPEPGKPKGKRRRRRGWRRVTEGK
dFosB activator: mouse delta FosB homodimer activation. P13346. hit rate 0.99% among 340,000. purified delta FosB, TAMRA-CDK5 oligo fluorescence polarization; percent of positive-control signal above neutral wells. activation, % at 25 µM. AID 493131;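 active means mean activation above about 17%, with every replicate also reaching it, limit read from the data, passing the limit was not always enough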;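 further: fluorescence polarization rise as delta FosB binds a TAMRA Cdk5 AP-1 oligo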
PvdQ inh: P. aeruginosa PvdQ acylase inhibition. hit rate 0.063% among 340,000. purified PvdQ acylase, fluorescence plate reader. inhibition, % at 10 µM; in the data active means inhibition above about 30%, passing the limit was not always enough;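 further: 0% = vehicle neutral wells and 100% = reference inhibitor wells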
CDK5 p35 inh: CDK5/p35 (human) kinase inhibition; Q00535+Q15078; Recombinant CDK5/p35, ADP-Glo luminescence, 60 min; inhibition, % at 10 µM; hit rate 0.01% among 330,000;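 active means highest replicate inhibition of at least 50% and at least 75% of replicates reaching 50%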;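 further: plate controls were DMSO neutral control for no effect and GW8510 at 10 µM for full effect; many of its hits are not listed in these tables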
HTR5A inv ctr: HTR5A inverse agonism, opioid heterodimer counter-screen; HTR5A cell line, luminescence; inhibition, % at 9.3 µM; hit rate 0.083% among 340,000; AID 504634; in the data active means inhibition mostly above about 23%, no sharp cut-off; inactive means mostly below about 18%;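 further: 0% = cells with DMSO and 100% = no-cell wells with DMSO; some compounds called inactive have numbers as strong as hits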
HTR5A ag: counter-screen for OPRM1-OPRD1 agonists: human HTR5A agonism | P47898 | HTR5A agonist assay, luminescence, cell-based | activation, % at 9.3 µM | hit rate 0.61% among 340,000 | AID 504692; in the data active means activation mostly above about 9.5%, no sharp cut-off; inactive means mostly below about 7.6%;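 further: 0% = cells with vehicle only and 100% = reference agonist; strong numbers were not always called active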
Wnt act: Wnt/beta-catenin pathway activation. AID 743398. Wnt/beta-catenin reporter cell assay, activator, plate reader. activation, % at 9.35 µM. hit rate 1.2% among 300,000; in the data active means activation above about 30%, passing the limit was not always enough;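 further: 0% = neutral control wells and 100% = positive control wells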
SR-BI DiI inh: mouse SR-BI HDL lipid transfer inhibition | Q61009 | ldlA[mSR-BI] CHO cells, DiI-HDL uptake fluorescence, 3 h | inhibition, % at 12.5 µM | hit rate 0.96% among 320,000;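 active means mean replicate inhibition of at least 70% and a set share of replicates each scoring 70 or more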;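 further: 0% = median of neutral control wells and 100% = median of positive control wells; values of inactives mirror those of a sister screen read the other way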
* = called active by the depositor; nt = not tested or not shown.

SMILES | MITF TRPM1 HTS | V-ATPase pHluor | NSD2 HMT inh | dFosB activator | PvdQ inh | CDK5 p35 inh | HTR5A inv ctr | HTR5A ag | Wnt act | SR-BI DiI inh
O=C1CC(c2ccccc2)=C(c2ccccc2)C1c1ccccc1 (stereo not given) | -1 | -1 | -2 | -2 | -8 | -2.6 | -8 | 2 | 0 | -8
O=C(Nc1ccc(Cl)c(S(=O)(=O)N2CCCC2)c1)c1nn(CCO)c(=O)c2ccccc12 | -25 | 7 | 12 | -19 | -18 | -1.6 | 16 | 1 | -2 | 36
O=C(COC(=O)Cc1ccccc1F)Nc1ccc2c(c1)OCCO2 | 10 | 2 | 33 | -5 | -10 | 0.1 | -9 | 4 | -1 | -33
COc1cc(OC)c(OC)cc1CNC(=O)c1ccc(COc2ccccc2)cc1 | 0 | 0 | -3 | -4 | -20 | -1.0 | 1 | 7 | -5 | 24
CC(C)(C)C(=O)Nc1ccc(C(=O)Nc2cccnc2)cc1 | 69 | 5 | -2 | 0 | -9 | 0.9 | -2 | -1 | 49* | 22
CNc1csc(C)c(C)c1=O | 6 | 1 | -1 | 1 | -12 | -1.8 | 1 | 0 | 2 | -31
CCOC(=O)CNC(=O)c1cnn2cccnc12 | 4 | 0 | -1 | 1 | -24 | -6.6 | 9 | -3 | nt | -13
Cc1sc2nc(CN3CCOCC3)nc(N3CCC(C(N)=O)CC3)c2c1C | 6 | 9 | 4 | -2 | 16 | 0.1 | -15 | 5 | -1 | -20
O=C(O)[C@@H]1CCCN(S(=O)(=O)c2cccc3cccnc23)C1 | -3 | 5 | nt | 0 | -3 | 0.6 | 12 | 2 | -5 | -14
CCOC(=O)c1c(NC(=O)CSc2nnc(C)o2)sc(C)c1C | -6 | 5 | 0 | -14 | -2 | -0.5 | 10 | 0 | -3 | nt
COc1ccc(NC(=O)CN2CCCCCC2)cc1OC | -9 | 4 | 2 | 2 | -4 | -4.0 | -17 | 6 | -3 | nt
O=c1sc(/C=N/Nc2ccccc2)c(Cl)n1Cc1ccccc1 | 56 | -4 | 3 | -2 | 4 | -0.2 | 0 | 0 | 46* | 23
CCc1nnc(NC(=O)CCC(=O)N2CCCC(O)C2)s1 (stereo not given) | 4 | 0 | nt | 4 | -4 | -2.4 | -8 | -5 | -2 | -13
O=C(C1CCN(S(=O)(=O)c2cccc3nsnc23)CC1)N1CCCc2ccccc21 | 6 | -1 | nt | -10 | 11 | 1.5 | -19 | -1 | -6 | -11
Cc1ccc2c(nc3s/c(=C/c4cccs4)c(=O)n32)c1C | 31 | -3 | 7 | 1 | -3 | 2.9 | -30 | 12 | 6 | -26
CC(=O)Oc1c(Cl)c(N2CCOCC2)c(OC(C)=O)c2ccccc12 | 56 | 0 | 1 | -7 | 7 | 1.3 | -13 | -5 | nt | -7
COc1ccc(CNC(=O)Cn2cc(C(F)(F)F)ccc2=O)cc1OC | -1 | 4 | 2 | -8 | -12 | 1.7 | 12 | 3 | -2 | 12
O=C1c2ccccc2C(=O)N1CN(C(=O)c1ccccc1[N+](=O)[O-])c1ccc(F)cc1 | 2 | 1 | 0 | 2 | 4 | 0.2 | 6 | -1 | 1 | 7
COc1cc(N)c2ncccc2c1Cl | 0 | 4 | 5 | 3 | 11 | -6.6 | 2 | -1 | 4 | -18
CCCCOC(=O)C(C)Sc1n[nH]c(=O)[nH]c1=O (stereo not given) | -2 | -1 | -1 | 0 | -17 | 0.9 | 0 | 0 | -3 | -10
Cc1ccc(CC(=O)Nc2cccnc2)cc1 | -3 | 1 | -5 | -6 | -2 | -0.4 | 0 | -2 | 3 | 6
Cc1ccccc1C(=O)Nc1ccnn1C1CCN(CCCc2ccccc2)CC1 | 0 | 1 | -1 | -3 | -6 | -6.9 | -16 | 2 | 6 | 21
CCn1c(SCC(=O)NCc2ccccc2)nc2nc3c(cc2c1=O)CCCC3 | -9 | 4 | 0 | -10 | 5 | 1.3 | 4 | -2 | 0 | -9
N/C(CS(=O)(=O)c1ccccn1)=N\OC(=O)c1ccc(Cl)cc1 | nt | 7 | 19 | -1 | -19 | -0.3 | 1 | -1 | 10 | -4
O=C(COc1cc(F)ccc1[N+](=O)[O-])Nc1cccc(S(=O)(=O)NC2=NCCC2)c1 | 3 | -2 | 0 | 3 | -12 | 0.3 | 2 | -1 | 0 | -1

One compound at a time, as listed above:
Cc1ccccc1C(=O)Nc1ccnn1C1CCN(CCCc2ccccc2)CC1 in the list: MITF TRPM1 HTS: 0; V-ATPase pHluor: 1; NSD2 HMT inh: -1; dFosB activator: -3; PvdQ inh: -6; CDK5 p35 inh: -6.9; HTR5A inv ctr: -16; HTR5A ag: 2; Wnt act: 6; SR-BI DiI inh: 21
CC(=O)Oc1c(Cl)c(N2CCOCC2)c(OC(C)=O)c2ccccc12 in the list: MITF TRPM1 HTS: 56; V-ATPase pHluor: 0; NSD2 HMT inh: 1; dFosB activator: -7; PvdQ inh: 7; CDK5 p35 inh: 1.3; HTR5A inv ctr: -13; HTR5A ag: -5; Wnt act: nt; SR-BI DiI inh: -7

Some of these compounds in order of number of heavy atoms, low to high.
SMILES | MITF TRPM1 HTS | V-ATPase pHluor | NSD2 HMT inh | dFosB activator | PvdQ inh | CDK5 p35 inh | HTR5A inv ctr | HTR5A ag | Wnt act | SR-BI DiI inh
CNc1csc(C)c(C)c1=O | 6 | 1 | -1 | 1 | -12 | -1.8 | 1 | 0 | 2 | -31
COc1ccc(NC(=O)CN2CCCCCC2)cc1OC | -9 | 4 | 2 | 2 | -4 | -4.0 | -17 | 6 | -3 | nt
COc1ccc(CNC(=O)Cn2cc(C(F)(F)F)ccc2=O)cc1OC | -1 | 4 | 2 | -8 | -12 | 1.7 | 12 | 3 | -2 | 12
Cc1sc2nc(CN3CCOCC3)nc(N3CCC(C(N)=O)CC3)c2c1C | 6 | 9 | 4 | -2 | 16 | 0.1 | -15 | 5 | -1 | -20
CCn1c(SCC(=O)NCc2ccccc2)nc2nc3c(cc2c1=O)CCCC3 | -9 | 4 | 0 | -10 | 5 | 1.3 | 4 | -2 | 0 | -9
COc1cc(OC)c(OC)cc1CNC(=O)c1ccc(COc2ccccc2)cc1 | 0 | 0 | -3 | -4 | -20 | -1.0 | 1 | 7 | -5 | 24
O=C(Nc1ccc(Cl)c(S(=O)(=O)N2CCCC2)c1)c1nn(CCO)c(=O)c2ccccc12 | -25 | 7 | 12 | -19 | -18 | -1.6 | 16 | 1 | -2 | 36

Other structures follow.
SMILES | MITF TRPM1 HTS | V-ATPase pHluor | NSD2 HMT inh | dFosB activator | PvdQ inh | CDK5 p35 inh | HTR5A inv ctr | HTR5A ag | Wnt act | SR-BI DiI inh
COC(=O)C(C)(C)ONC(=O)Nc1ccccc1 | 2 | 3 | -2 | 0 | -15 | 0.8 | 22 | 1 | 0 | -19
COC(=O)c1cc2ccsc2n1Cc1nc(-c2ccc(OC)cc2)oc1C | -7 | -2 | nt | -7 | -13 | 1.6 | 12 | 2 | 1 | 52
COc1cccc(/C=N/NC(=O)CN2CC(c3ccccc3)CC2=O)c1O (stereo not given) | -6 | 2 | -4 | -10 | 13 | -0.6 | -25 | 1 | nt | -2
NC(=O)Nc1ccc(C(=O)OCC(=O)NC2CCCc3ccccc32)cc1 (stereo not given) | -6 | 5 | 1 | 1 | -12 | -0.3 | 0 | 0 | -4 | 36
CCc1ccccc1NC(=O)C1c2ccccc2Oc2ccccc21 | -5 | -7 | 2 | 2 | 5 | 0.3 | -6 | -3 | -6 | -10
COc1ccc(CCN(C(=O)/C=C/C(=O)O)C2CC(=O)N(c3ccccc3)C2=O)cc1 (stereo not given) | 3 | -2 | 0 | 7 | 3 | -2.3 | nt | nt | 0 | 0
CNc1ccc(Br)cc(C(=O)/C=C/c2ccc(OC)cc2)c1=O | 6 | -1 | 66* | -8 | -7 | 1.9 | -20 | 3 | nt | 4
Cc1ccccc1COc1ccc(/C=N/NC(=O)c2nnn(-c3nonc3N)c2CN2CCC(C)CC2)cc1 | 11 | 5 | -1 | -9 | -6 | 2.1 | -6 | 7 | -1 | 33
NC(=S)c1ccc[n+]([O-])c1 | 3 | -1 | 4 | 0 | 13 | 2.6 | -15 | 4 | -3 | -27
COCCCNC(=S)NNC(=O)c1cc(C2CC2)nc2ccccc12 | -10 | 1 | 0 | -9 | 9 | -0.5 | 15 | -5 | 8 | -25
COc1ccc(/C=N/Nc2ncc(Br)cn2)c(OC)c1 | 77 | 7 | -2 | 0 | -10 | -0.1 | 1 | 0 | 4 | 24
O=C1OC(c2ccccc2)(c2cc(Br)c(O)c(Br)c2)c2ccccc21 (stereo not given) | 6 | -3 | 38 | -8 | -14 | -0.4 | 4 | -1 | -8 | 4
O=C(O)c1cccc(-n2c(/C=C/c3ccccc3)nc3ccccc3c2=O)c1 | 1 | 0 | -3 | -14 | -4 | -2.5 | 0 | 0 | 8 | -3
COC(=O)c1ccccc1NC(=O)COc1ccccc1[N+](=O)[O-] | -12 | 0 | -5 | -4 | 3 | 4.2 | 3 | -1 | 0 | 34
COc1ccccc1CCc1nnc(CCC(=O)NC(C)Cc2cccc(C)n2)o1 (stereo not given) | 6 | 2 | -1 | -11 | -6 | -8.2 | -5 | -9 | -3 | nt
COc1ccc(C(CNC(=O)C(CCSC)NC(=O)c2ccccc2Cl)N2CCCC2)cc1 (stereo not given) | -1 | 1 | 5 | -8 | -9 | 1.1 | 24 | -10 | 5 | 11
CN1CCC(N(C)CC(O)c2ccccc2)CC1 (stereo not given) | 2 | 1 | 8 | -1 | -1 | -0.9 | -5 | 2 | -2 | -17
CN(Cc1ccccc1)CC1CCCN(CCc2ccccc2F)C1 (stereo not given) | 15 | 1 | 1 | 0 | 1 | -1.6 | -4 | 2 | 0 | 1
O=C(NCc1ccccc1)c1c(O)c2ccccc2[nH]c1=O | 13 | -1 | -2 | 2 | -6 | -1.0 | -13 | 5 | -1 | 5
CCc1nnc(NC(=O)c2cc(S(=O)(=O)N(C)c3ccc(OC)cc3)ccc2Cl)s1 | -2 | -4 | 1 | -9 | -6 | 0.3 | 4 | 2 | -3 | -20
Cc1cc(C)nc(SCC(=O)Nc2ccnc3ccccc23)n1 | -19 | -3 | 0 | -3 | -12 | 1.5 | -4 | 1 | -3 | -14

Bioassay records as filed in PubChem BioAssay.
